mcGAS inh: cyclic GMP-AMP synthase inhibitors, mouse, primary biochemical chemiluminescence. Q8C6L5. recombinant cGAS, Kinase-Glo ATP depletion luminescence. inhibition, % at 12.5 µM. 160,000 tested, 0.15% active;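 further: 0% = negative control wells and 100% = reference inhibitor with no enzyme activity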
hcGAS lum: Primary biochemical luminescence assay for human cyclic GMP-AMP synthase inhibitors; Q8N884; recombinant h-cGAS, ATP depletion, Kinase-Glo luminescence; inhibition, % at 12.5 µM; 290,000 tested, 0.081% active;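 further: 0% = vehicle reaction and 100% = reaction without DNA for no activity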
Target sequence (Q8N884 whole entry, looked up): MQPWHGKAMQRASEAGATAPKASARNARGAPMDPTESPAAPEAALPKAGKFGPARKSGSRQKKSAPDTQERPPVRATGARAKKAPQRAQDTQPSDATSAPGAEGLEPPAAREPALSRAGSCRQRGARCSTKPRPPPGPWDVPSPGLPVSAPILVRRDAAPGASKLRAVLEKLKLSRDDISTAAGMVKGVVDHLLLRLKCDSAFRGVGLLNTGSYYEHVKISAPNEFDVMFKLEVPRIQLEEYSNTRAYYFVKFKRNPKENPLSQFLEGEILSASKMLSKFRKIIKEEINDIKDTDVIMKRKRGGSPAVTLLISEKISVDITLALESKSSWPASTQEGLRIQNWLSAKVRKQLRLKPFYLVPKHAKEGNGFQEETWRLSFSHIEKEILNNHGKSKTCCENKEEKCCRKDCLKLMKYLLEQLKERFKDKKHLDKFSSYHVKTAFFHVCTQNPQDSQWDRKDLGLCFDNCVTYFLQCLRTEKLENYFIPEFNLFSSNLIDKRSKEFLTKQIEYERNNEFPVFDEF
NPYLR7 ag: agonists of mosquito NPYLR7 receptor, primary screen, cell-based, Aedes aegypti, calcium fluorescence, mosquito biting behavior; HEK293T NPYLR7/Galpha15, GCaMP6s calcium fluorescence; 270,000 tested, 0.15% active; Aedes aegypti neuropeptide Y-like receptor 7 (NPYLR7); activation, % at 10 µM; AID 1259423, 2018; in the data active means activation above about 40%;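 further: 0% = vehicle and 100% = reference agonist at the receptor; some compounds past the cut are filed as inactive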
An asterisk follows results filed as active; . = no result given; & = joins results of further samples. Unless noted, no stated cut-off is given here; in the data, active means inhibition above about 40%; inactive means the rest.

SMILES	mcGAS inh	hcGAS lum	NPYLR7 ag
O=C(c1csc(-c2ccc3c(c2)CCO3)n1)N1CCN(Cc2cc(=O)c(OCc3ccccc3Cl)co2)CC1	-6	-4	-1
COc1cc(C)c(S(=O)(=O)N2CCCC2C(=O)NC2CC2)cc1OC (stereo not given)	.	-3	5
CC(=O)N=c1sccn1CC(O)c1ccccc1 (stereo not given)	.	-7	-1
CC1CCC2(CC1)OCC(Cn1cncn1)O2 (stereo not given)	.	-5	-10
CS(=O)(=O)c1ccc(Cl)c(NC(=O)COc2cccc(Cl)c2)c1	-8	-2	-4
COc1ccc(-n2nc(C(C)(C)C)cc2NC(=O)CN(CC(C)C)C(=O)c2ccc(C)c([N+](=O)[O-])c2)cc1	-4	1	18
CCOC(=O)CNc1ccccc1C(=O)N1CCC2(CCOCC2)CC1	.	-7	10
CN1C(=O)N(CO)C2C1N(C)C(=O)N2CO (stereo not given)	-3	6	7
COc1ccc(NC(=O)c2ccc(CSc3nnc(Cc4ccccc4)n3-c3ccc(F)cc3)cc2)cc1	-4	-11	21
COc1ccc(-c2cc(C(=O)N3CC(C)OC(C)C3)c(C)n2-c2ccccc2)cc1 (stereo not given)	-5	-3	19
O=c1ccc2cc(S(=O)(=O)Nc3ccc(F)cc3)ccc2o1	-6	-5	4
O=C(NCC1CCCN(C(=O)c2cscn2)C1)c1ccc(-c2ccccc2)cc1 (stereo not given)	.	-4	-9
CC(=O)Nc1cccc(NC(=O)C(SC(=S)N2CCCC2)C(C)C)c1 (stereo not given)	-14	-4	5
CC(=O)NCC1CCN(C(=O)c2cc(Cl)c(Cl)n2C)CC1	.	-3	6
O=C(CN(Cc1ccccc1)c1nc(Cc2ccc(Cl)cc2)ns1)N1CCN(Cc2ccccc2)CC1	-5	-11	-7
Cc1cccc(CSc2nnc(C(Cc3ccccc3)NC(=O)c3cccc(Cl)c3)n2-c2ccc([N+](=O)[O-])cc2)c1 (stereo not given)	-2	1	-1
O=C(COC(=O)c1ccc2c(c1)C(=O)N(c1ccccc1)C2=O)c1ccccc1	.	-6	-2
COc1ccc(F)c(-c2nccc(CCC(F)(F)F)n2)c1	-13	-6	6
COC(=O)c1c(NC(=O)CC2SC(N3CCOCC3)=NC2=O)sc(C)c1C (stereo not given)	-9	-10	-1
CCOC(=O)C1CCCN(C(=O)CCN(CC(C)C)c2nc(Cc3ccc(C)cc3)ns2)C1 (stereo not given)	-5	-6	6
COC(=O)C(C)(C)NCCc1ccccn1	.	-13	-2
CC(C)NCC(=O)N(Cc1ccc2c(c1)OCO2)Cc1ccco1	.	-2	-1
COc1cccc(-c2cc(C(=O)O)n3nc(-c4ccccc4)cc3n2)c1	.	1	-4
CC1CCC(C(N)=O)CN1c1nc(-c2cccnc2)nc2sc3c(c12)CCCC3 (stereo not given)	0	3	-3
O=C(NCC1CCCN(C(=O)C#Cc2ccccc2)C1)c1ccc(-c2ccccc2)cc1 (stereo not given)	-4	-3	-7

Entries of single compounds, quoted from the list.
CS(=O)(=O)c1ccc(Cl)c(NC(=O)COc2cccc(Cl)c2)c1 in the list: mcGAS inh = -8; hcGAS lum = -2; NPYLR7 ag = -4
COc1ccc(-c2cc(C(=O)N3CC(C)OC(C)C3)c(C)n2-c2ccccc2)cc1 (stereo not given) in the list: mcGAS inh = -5; hcGAS lum = -3; NPYLR7 ag = 19
CC(=O)NCC1CCN(C(=O)c2cc(Cl)c(Cl)n2C)CC1 in the list: mcGAS inh = .; hcGAS lum = -3; NPYLR7 ag = 6

Following part
SMILES	mcGAS inh	hcGAS lum	NPYLR7 ag
CCCn1c(O)c(N=NC(=O)c2ccc(OC)c(OC)c2)c2ccccc21	-5	-7	4
Cc1onc(-c2ccccc2)c1C(=O)N1CCCC(N2CCCC2)C1 (stereo not given)	-10	-6	5
Cc1ccc(CSc2[nH]c(=O)ncc2C)cc1	-5	-2	2
CCOc1ccc(N(CC(=O)Nc2cccc(Cl)c2)S(C)(=O)=O)cc1	.	4	-4
CCn1cc(C(=O)N2CCN(C(=O)CCC3CCCC3)CC2)c2nn(-c3ccccc3)c(=O)c-2c1	2	-2	0
CCOC(=O)c1c(C=CC(=O)O)c(C)n(CC)c1C	-1	1	1
Cc1cc(C(=O)N(CCN(C)C)c2nc3c(F)cc(F)cc3s2)n(C)n1	-7	-10	2
COCCCN(C(=O)Nc1ccc(OC)c(Cl)c1)C1CCN(C)CC1	-8	-4	7
COc1cccc(OCc2cc(C(=O)N3C[C@@H](C)O[C@@H](C)C3)n[nH]2)c1	-9	-3	-1
COc1ccccc1NC(=O)Nc1ccc(N2CCC(Cc3ccccc3)CC2)c(C(=O)N2CCCC2)c1	-6	-4	22
CCCNC(=O)Cn1c(=O)c2c(N3CCN(C(C)=O)CC3)ccnc2n(C)c1=O	-6	-11	0
Cc1ncc2c(c1CNC(=O)c1ccc3c(c1)OCO3)CCN(C(=O)CCc1c[nH]c3ccccc13)C2	-14	-12	26
CC1CN(c2cc(Oc3ccccc3Cl)ncn2)CCN1C(=O)c1cccc(Cl)c1 (stereo not given)	1	3	-1
CCCc1nc(N2CCCN(C(=O)Nc3cccc(OC)c3)CC2)c2c(C)nn(-c3ccccc3)c2n1	-9	-12	.
CCCCN=c1scc(C)n1N=Cc1ccco1	.	-5	14
Cc1cc(P(=O)(N2CCOCC2)N2CCOCC2)c(C)n1-c1ccc(N(C)C)cc1	.	-4	5
Cc1cc(Oc2ccc(Cl)cc2)nc(SCc2cccc(C#N)c2)n1	-6	-4	18
COc1cc2c(cc1OC)-c1nnnn1C(C)(C)C2	-5	-12	-1
CC[C@H]1CN(C(=O)C23CC4CC(C2)CC(n2cncn2)(C4)C3)CC[C@@]1(C)O	-3	0	.
CNC(=O)[C@H]1C[C@]2(CCCCN(CCO)C2=O)N(C(=O)CC(C)(C)C)[C@H]1c1ccco1	-9	-11	0
COCCN(CC(=O)N(Cc1cccn1Cc1ccccc1)C1CCCCC1)C(=O)c1cc(C(F)(F)F)cc(C(F)(F)F)c1	-3	0	11
CCCN(CCC)c1nc(N)c(C#N)c(CC#N)c1C#N	.	-4	4
CCn1c(C2CCCN(C(=O)c3ccc4scnc4c3)C2)nn(C)c1=O (stereo not given)	-15	-1	15
C=CCN1C(=O)CC(Nc2ccc(N3CCCCC3)cc2)C1=O (stereo not given)	.	-5	5
CCc1nc2ccc(C(=O)Nc3ccc4c(c3)OCC(=O)N4)cn2c1N(CCC(C)C)CCN(C)C	2	1	-15

In another format: entries from further up.
CCCn1c(O)c(N=NC(=O)c2ccc(OC)c(OC)c2)c2ccccc21
  mcGAS inh: -5 | hcGAS lum: -7 | NPYLR7 ag: 4

Cc1onc(-c2ccccc2)c1C(=O)N1CCCC(N2CCCC2)C1 (stereo not given)
  mcGAS inh: -10 | hcGAS lum: -6 | NPYLR7 ag: 5

Further results
SMILES	mcGAS inh	hcGAS lum	NPYLR7 ag
CCN1Cc2ccccc2CC1C(=O)N(CCO)Cc1ccco1 (stereo not given)	-10	2	1
CC(NC1CCCc2ccccc21)C(=O)c1c[nH]c2ccccc12 (stereo not given)	.	3	1
CC1C(c2ccc(F)cc2)=[N+]([O-])C(C)(c2ccc([N+](=O)[O-])cc2)N1O (stereo not given)	.	-4	-2
Cn1cnc2cc(C(=O)N3CCCC(CCc4ccccc4F)C3)ccc2c1=O (stereo not given)	.	-6	9
O=c1c2c3c(sc2ncn1CC(O)COCc1ccccc1F)CCCC3 (stereo not given)	.	-9	7
C=c1cc(C)n(CC(=O)Nc2ccc3c(c2)OCO3)c(=O)c1=C1N=C(c2ccc(OC)cc2)NO1	-9	-6	2
Cc1ccc(S(=O)(=O)Nc2ccc(N3CCCS3(=O)=O)cc2)c(C)c1	-9	-6	2
Cc1cccc(C(=O)N2CCCN(C(=O)NC3COc4ccccc43)CC2)c1 (stereo not given)	.	-6	14
CCNC(=O)COc1ccc(C=C2N=C(c3ccc(F)cc3F)OC2=O)cc1OC	-8	-6	2
CCCCc1ccc(N2C(=NC(C)=O)SC3CS(=O)(=O)CC32)cc1 (stereo not given)	-9	-3	8
Fc1ccc(C2CC(c3ccc(N4CCOCC4)cc3)=Nc3nnnn32)cc1 (stereo not given)	0	3	24
CCO[C@H]1COC[C@@H]1NC(=O)Cn1cnc2ccccc2c1=O	.	-1	0
Cc1cc(=O)[nH]c(-n2nc(C)c(CCC(=O)Nc3nc4ccccc4s3)c2C)n1	.	-12	-3
O=C(NCCc1ccccc1)NCC1CN(c2ccccc2)C(=O)O1 (stereo not given)	.	-10	4
Cc1csc(SCC(=O)N2CCCC(c3nc(SCc4cccnc4)ncc3C)C2)n1 (stereo not given)	-2	3	-11
NNc1ccc(Cl)nn1	.	-4	0
CC(C)n1nc(C2CCOCC2)nc1[C@@H]1C[C@H](N)CN1C	-6	-13	.
NC1CCCN(c2ncccn2)C1 (stereo not given)	-15	-1	10
Cc1cccc(CN2CCN(c3nc4c(c(=O)[nH]c(=O)n4C)n3CC(C)C)CC2)c1	-8	-5	16
CC1(C)C(NS(=O)(=O)C2CC2)C(C)(C)C1NS(=O)(=O)C1CC1 (stereo not given)	.	-4	-1
COCCn1c(C)cc(C(=O)N2CCC3(CCC3O)CC2)c1C (stereo not given)	-3	2	.
Cc1cc(C)cc(C(=O)Oc2cc(C)[nH]c(=O)c2[N+](=O)[O-])c1	0	1	-5
COC(=O)c1ccccc1N=Nc1c(N)[nH]n(-c2ccccc2)c1=O	-4	-4	-2
CCCCc1c(O)nc2n(c1=O)CCCS2	.	-12	-3
CCc1cc(CN2CCc3onc(-c4cccc5ccccc45)c3C2)[nH]n1	-10	-8	10

Following part:
SMILES	mcGAS inh	hcGAS lum	NPYLR7 ag
FC(F)(F)c1cnc(N2CC(c3nc4ccccc4[nH]3)C2)c(Cl)c1	.	-8	6
Cc1c(-c2ccc(F)cc2)[nH]c2ccc(CNC(=O)C3=NNC(=O)CC3)cc12	1	6	0
CNC(=O)c1ccc(NC(=O)c2cccc(C)c2C)cc1	.	0	5
c1cc2nnnn2nc1SC12CC3CC(CC(C3)C1)C2	.	-3	9
Cn1cc(CN2CCN(C(=O)c3cccs3)CC2)c(-c2ccc3c(c2)OCCO3)n1	-3	-8&-3	1&-2
CN1C(=O)COCc2c(-c3cnc4ccccc4c3)cccc21	.	5	-6
Cc1ccccc1C1CC1C(=O)NC(Cn1cncn1)c1ccccc1 (stereo not given)	-15	-16	6
CCCCN(CC(=O)N(CCc1c[nH]c2ccccc12)Cc1ccc(F)cc1)C(=O)COCc1ccccc1	-5	-8	16
C#CCn1c(C=Cc2ccccc2)nc2ccccc21	0	7	1
Cc1nc(SCC(=O)NC(C)(C#N)C(C)C)n(CC(C)C)c1C (stereo not given)	.	-7	11
O=C(C1CC(=O)N(c2ccc3c(c2)OCO3)C1)N1CCCN(Cc2ccc(Cl)cc2)CC1 (stereo not given)	.	-11	1
COc1ccccc1N1CCN(c2ccc(NC(=O)Nc3ccc(Cl)cc3)cc2C(=O)N2CCCCC2)CC1	-5	-8	15
Cc1cc(C)nc(SCc2c(C(=O)NCc3ccc(F)cc3)nnn2-c2ccccc2)n1	-7	-8	-3
CN(C(=O)/C=C/c1ccc(OCc2ccccc2)cc1)C1CCS(=O)(=O)C1 (stereo not given)	.	-13	8
C=C[C@](C)(O)CCC=C(C)C	.	-8	-6
Cc1ccc(-c2nc3ccccn3c2NC(=O)CC(C)(C)C)cc1	-8	-7	-3
C=C(C)CN=c1scc(-c2cc(OC)ccc2OC)n1N=CCCC	-6	-9	2
O=S(=O)(Nc1cccc(-n2cnnn2)c1)c1ccc(Cl)s1	.	-5	8
O=C1COc2cc(S(=O)(=O)NCCc3ccc(F)cc3)c(Br)cc2N1	-10	-5	-1
COc1cccc(C(=O)CSc2nnnn2-c2cc(C)cc(C)c2)c1	-8	-4	1
CCOC(=O)c1ccc([N+](=O)[O-])cc1NC(C)=O	.	4	0
COCCNC(=O)Nc1cn(C)c2ccccc12	-9	-6	-6
CCc1ccc(N2CN=c3sc(=Cc4ccc(OC)c(OC)c4)c(=O)n3C2)cc1	-6	-7	-6

Of the compounds above, these contain a cyano group.
SMILES	mcGAS inh	hcGAS lum	NPYLR7 ag
Cc1cc(Oc2ccc(Cl)cc2)nc(SCc2cccc(C#N)c2)n1	-6	-4	18
CCCN(CCC)c1nc(N)c(C#N)c(CC#N)c1C#N	.	-4	4
Cc1nc(SCC(=O)NC(C)(C#N)C(C)C)n(CC(C)C)c1C (stereo not given)	.	-7	11
